Screening data from PubChem.
MBD2 inh – inhibitors of MBD2 binding to methylated DNA, primary screen, biochemical, TR-FRET, DNA-binding domain, human; 370,000 compounds, 0.31% hits; inhibition, % at 4.4 µM; MBD2 binding to methylated oligonucleotide; AID 686964, 2013; in the data active = inhibition above about 13%
LEDGF integ inh – blockers of LEDGF/p75-dependent integrase strand transfer – biochemical, TR-FRET, high throughput, primary screen | HIV-1 integrase (with human LEDGF/p75) | TR-FRET IN-LEDGF/p75 DNA integration, Eu/Cy5 | inhibition, % at 3.7 µM | 370,000 compounds, 0.64% hits | AID 743269, 2014;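 active = inhibition above the screen-wide mean plus 3 SD, cut at about 13% in these data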;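 note: signal is the Cy5 over europium emission ratio at 671 and 618 nm; 0% = plate median of compound wells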
NR1D1 modulator – modulators of Rev-erb alpha DNA binding, primary screen, biochemical, FITC-DNA, fluorescence polarization, uHTS; Nuclear receptor subfamily 1 group D member 1 (Homo sapiens), P20393; Rev-erbα–FITC-DNA binding, 90 min; activity, % at 10 µM; 370,000 compounds, 0.79% hits; AID 1259318, 2017;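 active = activity above about 14%, limit read from the data; passing the limit was not always enough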;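 note: 0% = DMSO wells with 35 nM protein and 100% = DMSO wells with 750 nM protein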
ABHD4 inh – ABHD4 inhibitors, primary screen, biochemical, fluorescence polarization, mouse | purified mABHD4, FP-Rh probe fluorescence polarization | 370,000 compounds, 0.54% hits | AID 720543, 2013 | inhibition, % at 8.92 µM;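 active = inhibition exceeding the mean over every tested compound plus 3 SD, cut at about 30% in these data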;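 note: 0% = plate median of compound wells and 100% = S159A mutant with DMSO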
Target sequence (Q8VD66 whole entry, looked up): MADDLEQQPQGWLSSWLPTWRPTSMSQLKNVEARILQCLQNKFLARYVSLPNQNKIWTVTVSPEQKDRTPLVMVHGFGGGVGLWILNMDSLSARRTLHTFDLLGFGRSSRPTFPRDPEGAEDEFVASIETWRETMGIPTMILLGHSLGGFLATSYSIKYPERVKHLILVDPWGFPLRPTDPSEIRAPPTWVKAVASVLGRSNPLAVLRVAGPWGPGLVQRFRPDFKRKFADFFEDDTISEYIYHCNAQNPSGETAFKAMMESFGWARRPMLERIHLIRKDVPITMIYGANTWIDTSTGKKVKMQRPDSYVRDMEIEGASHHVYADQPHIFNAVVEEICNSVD
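System: mouse ABHD4 enzyme, wild type / Medium: HEPES pH 7.0, NaCl, Pluronic buffer / Reagent: FP-Rh activity-based fluorescent probe / Control set: S159A mutant high control, sample median low control / Detection: fluorescence polarization with parallel and perpendicular emission, 525/598 nm / Schedule: 45 min + 60 min at 25 °C / Compound dosing: 8.92 µM, single dose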
PRMT1 FP inh – PRMT1 methyltransferase inhibitors, primary screen, biochemical, fluorescence polarization | inhibition, % at 2.79 µM | 370,000 compounds, 1.3% hits | recombinant PRMT1, activity-based probe fluorescence polarization | AID 652257, 2013 | Protein arginine N-methyltransferase 1 (Homo sapiens), Q99873;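 active = inhibition above about 21% made by adding two undisclosed values, limit read from the data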
Target sequence (Q99873 whole entry, looked up): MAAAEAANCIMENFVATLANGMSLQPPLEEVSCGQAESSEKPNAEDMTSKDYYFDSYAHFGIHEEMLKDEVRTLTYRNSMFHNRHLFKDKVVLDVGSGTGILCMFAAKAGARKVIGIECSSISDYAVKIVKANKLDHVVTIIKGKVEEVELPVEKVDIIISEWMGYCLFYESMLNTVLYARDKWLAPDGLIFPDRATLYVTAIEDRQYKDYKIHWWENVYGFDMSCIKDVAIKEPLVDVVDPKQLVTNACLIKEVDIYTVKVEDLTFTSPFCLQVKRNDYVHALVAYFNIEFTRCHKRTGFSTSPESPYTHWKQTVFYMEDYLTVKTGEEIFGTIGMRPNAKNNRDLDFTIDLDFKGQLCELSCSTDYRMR
TCR-CD3 inh – inhibitors of human TCR-CD3 interaction, primary screen, biochemical, fluorescence, TAMRA-labeled TCR probe | inhibition, % at 9.4 µM | 360,000 compounds, 0.37% hits; in the data active = inhibition above about 19%;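 note: recombinant mutant TCR 2C K166C tagged with TAMRA read by polarization; 0% = receptor in buffer alone and 100% = receptor with positive control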
UHRF1 MBD2 ctr – UHRF1 methylated DNA binding inhibitors, primary screen, counter-screen for MBD2 inhibitor project, biochemical, TR-FRET, human UHRF1, single concentration | E3 ubiquitin-protein ligase UHRF1 (Homo sapiens), Q96T88 | UHRF1 binding to methylated oligo | inhibition, % at 4.4 µM | 370,000 compounds, 0.75% hits | AID 687016, 2013; in the data active = inhibition above about 21%;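 note: UHRF1 SRA domain binding a hemimethylated CpG hairpin DNA probe; 0% = median of test compound wells and 100% = reference inhibitor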
rCAG binder – binders of r(CAG) RNA repeats, primary screen, biochemical, fluorescence | r(CAG) RNA repeat, TO-PRO-1 dye displacement fluorescence | inhibition, % at 3 µM | 370,000 compounds, 1.3% hits | AID 651821, 2012;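 active = inhibition above the plate cutoff, the mean of all test compounds on that plate plus 3 SD, cut at about 35% in these data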;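 note: 0% = DMSO alone and 100% = 100 µM mitoxantrone as full dye displacement; higher means more dye released from RNA so lower well fluorescence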
PG9 Ab binder – binders of HIV-1 gp120 antibody PG9, primary screen, biochemical, TR-FRET; TR-FRET gp120-PG9 antibody binding; inhibition, % at 6.7 µM; 360,000 compounds, 0.43% hits; AID 624416, 2012; in the data active = inhibition above about 8.5%
HTRA1 inhibitor – HTRA1 serine protease inhibitors, primary screen, biochemical, fluorescence polarization, HTS. inhibition, % at 5.96 µM. AID 504803, 2011. Q92743. 340,000 compounds, 0.5% hits. recombinant HTRA1, FP-rhodamine activity-based probe; in the data active = inhibition above about 36%;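 note: 0% = enzyme with DMSO and 100% = wells lacking enzyme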
An asterisk follows results filed as active; · = not tested or not shown. A portion of the library. The share of hits here may be higher or lower than overall.

Each structure is followed by: MBD2 inh, LEDGF integ inh, NR1D1 modulator, ABHD4 inh, PRMT1 FP inh, TCR-CD3 inh, UHRF1 MBD2 ctr, rCAG binder, PG9 Ab binder, HTRA1 inhibitor
1) O=S(=O)(c1ccc(-n2cnnn2)cc1)N1CCC(N2CCCCC2)CC1
    1, -1, -2, -3, -5, 4, 1, -4, 0.0, 0
2) O=C(O)c1ccc(C=NNC(=O)c2cc(-c3ccc(Cl)cc3)n[nH]2)cc1
    1, -2, -8, -27, -3, ·, 0, 18, ·, ·
3) CC1(C)CC(=O)C=C(Nc2ccccn2)C1
    -3, 3, 3, -1, 2, -8, 5, -1, 0.8, -5
4) COc1ccc(N2CCN(C(CNC(=O)C(=O)NCc3ccc4c(c3)OCO4)c3ccco3)CC2)cc1 (stereo unspecified)
    0, -5, 0, 3, -3, 8, -1, -5, -1.7, 5
5) O=C(O)c1c(C(=O)O)c(-c2ccc(F)cc2)n2c1CCC2
    -3, -1, -1, 3, 5, 0, 2, 3, 0.3, 0
6) O=C(COc1ccccc1)N1CCN=C1SCc1ccc(F)cc1
    5, -2, 1, -4, -1, 7, -1, -2, 1.1, -3
7) Clc1ccc(-c2nnc(SCc3nc4ccccc4s3)o2)cc1
    -1, 4, 2, 1, 1, 2, 0, 0, -2.8, -4
8) O=C(NN1CCOCC1)c1ccco1
    0, -5, -1, -3, 1, -4, 0, -1, -1.7, 2
9) Cn1ncc(Br)c1C(=O)N1CCCC1
    -3, 2, -3, 2, -6, -3, 3, -3, 0.1, 11
10) OCCSc1nc(N2CCOCC2)nc(N2CCOCC2)n1
    0, -5, -2, 4, 0, 2, -2, 0, -1.8, -1
11) COC(=O)c1c2c(nc3ccccc13)CCC2
    4, -1, -2, 12, 1, -2, 0, 1, 0.2, 6
12) O=C(NCC1CCCO1)c1cc(NS(=O)(=O)c2cccs2)cc(NS(=O)(=O)c2cccs2)c1 (stereo unspecified)
    4, -2, 1, 5, -4, 6, -2, 10, -2.2, -1
13) CC1=C2NC(N)=[N+](Cc3ccccc3)CC2n2c(=O)n(-c3ccccc3)c(=O)n2C1 (stereo unspecified)
    -1, 0, -4, 7, 6, ·, 0, 14, ·, ·
14) CCOc1ccc(NS(=O)(=O)c2ccc(C(=O)NCC3(N4CCCCC4)CCCCC3)cc2)cc1
    -3, 3, -7, 3, -3, 5, 0, -1, -2.2, 1
15) CCCC(=O)Nc1ccc(N2CCN(C(=O)c3cccs3)CC2)cc1
    -1, -1, 3, 3, -2, 1, 3, 0, 1.0, 7

Additional records follow:
Each structure is followed by: MBD2 inh, LEDGF integ inh, NR1D1 modulator, ABHD4 inh, PRMT1 FP inh, TCR-CD3 inh, UHRF1 MBD2 ctr, rCAG binder, PG9 Ab binder, HTRA1 inhibitor
16) CCc1nc2c(C#N)c(-c3ccc(Cl)cc3)ccn2n1
    -5, 1, 6, -3, -6, 7, -2, -5, 1.8, -1
17) COC(=O)C1C/C(=N\NS(=O)(=O)c2ccc(C)cc2)c2ccccc2C1 (stereo unspecified)
    -4, 0, 0, 0, 1, 9, 0, 8, -1.6, 5
18) CCCCn1c(-c2cccs2)nc2nc3ccccc3nc21
    -7, -4, 6, -20, 1, 0, 7, 3, 2.2, -25
19) CCOC(=O)Nc1ccc2c(C)cc(=O)oc2c1
    0, -2, 0, -6, 1, 1, 0, 3, -1.6, 5
20) CN(C)CCCn1c(=O)n(C2CCCCC2)c(=O)c2c3c(sc21)CCCCC3
    4, -6, 2, 4, 0, -9, 1, -4, -0.6, 2
21) Cc1[nH]c2ccccc2c1C(=O)C(=O)NCCc1ccc(S(N)(=O)=O)cc1
    -1, -2, -1, 2, 3, -2, 4, 5, 3.0, 4
22) CCC(Oc1ccccc1)C(=O)NCc1ccc(S(N)(=O)=O)cc1 (stereo unspecified)
    3, -5, 0, 4, 2, 2, 2, 3, 1.3, -1
23) CCOC(=O)CNC(=O)C(=O)c1c(O)[nH]c2ccccc12
    -7, 0, -2, 6, -1, 12, -2, 2, -2.1, 2
24) O=C(Nc1ccc2c(c1)Cc1ccccc1-2)c1cc2ccccc2o1
    -3, -2, 6, -14, 0, 4, -2, 1, -1.9, -5
25) Cc1nnc(N/N=C/c2ccc(-c3ccc(Br)cc3)o2)n1N
    -6, 49*, 1, 6, 10, 7, 2, 6, -5.4, 1
26) Clc1ccccc1N1CCN(C2=Nc3ccccc3Sc3ccccc32)CC1
    0, -1, -2, -1, 10, ·, 0, 8, ·, ·
27) CCCCOC(=O)C1=C(C)NC(=O)NC1c1ccc(OC)cc1 (stereo unspecified)
    2, -2, 7, 1, 2, 5, -2, -6, -2.4, 0
28) O=C(NCc1ccco1)/C(=C/c1cccc([N+](=O)[O-])c1)NC(=O)c1ccco1
    1, 4, -4, -7, 6, -9, 5, 1, 1.1, -4
29) COc1cc(C(=O)NCCNC(=O)c2ccc(C)nc2)cc(OC)c1OC
    -2, -2, -7, 1, 1, 3, 0, -1, -1.9, 2
30) O=[N+]([O-])c1ccc(-c2cn(-c3ccc(Cl)cc3)cn2)cc1
    0, -1, -3, 3, 2, -6, 1, 4, 0.6, ·

Next structures
Each structure is followed by: MBD2 inh, LEDGF integ inh, NR1D1 modulator, ABHD4 inh, PRMT1 FP inh, TCR-CD3 inh, UHRF1 MBD2 ctr, rCAG binder, PG9 Ab binder, HTRA1 inhibitor
31) COc1ccc2nc(NC(=O)c3cc(C)oc3C)sc2c1
    1, 1, -1, 7, 0, 3, 1, 10, 0.4, -15
32) C=CCn1c(O)c(C2=c3ccccc3=NC2=O)c2ccccc21
    2, -2, -5, 38*, 42*, 3, 1, 21, -6.1, 3
33) Cc1csc(CN(C)C(=O)CC2C(=O)NCCN2Cc2ccccc2C)n1 (stereo unspecified)
    -2, 2, -1, 2, -2, -5, -1, 5, 0.6, 5
34) Cc1ccc(C(=O)NCCCNC(=O)c2cccnc2)cc1
    4, -2, -2, 10, 2, 0, 0, 3, -3.2, 7
35) CC1(C)C(=O)Nc2ccccc2N1C(=O)COC(=O)CCSc1ccccc1
    0, 0, -1, -1, 0, 5, -2, -7, -0.5, -6
36) COc1ccc(-c2noc(CCCC(=O)NC3CCCC3)n2)cc1OC
    -3, -1, 0, 6, -1, -1, 0, -5, -0.6, -2
37) Cc1ccc(S(=O)(=O)CCC(=O)O)cc1C
    4, -3, 3, 5, -1, 5, 7, 0, 0.1, 7
38) COc1cc(-c2cccs2)cc(=O)c2c(C)oc(C)c12
    5, 17*, -4, 26, 16, 12, 3, 30, -2.3, 33
39) CCOC(=O)N1CCN(C(=O)C[C@H]2C[C@@]3(C(=O)OC)C(=C[C@H](COCc4ccccc4)O[C@@H]3C)N(Cc3ccc4c(c3)OCO4)C2=O)CC1
    2, 1, -6, 1, 1, 3, -1, 2, -0.1, ·
40) Fc1ccc(OCc2nn[nH]n2)c(F)c1
    5, -3, -5, 1, -1, -1, 1, -2, 0.2, 9
41) O=C(C1=C(O)C(=O)N(CCN2CCOCC2)C1c1ccccn1)c1cccs1 (stereo unspecified)
    3, 3, 0, -5, 9, 4, 7, 12, -1.8, 6
42) c1ccc(COc2ccc(OCCCN3CCCC3)cc2)cc1
    -2, -2, 1, -1, 0, 8, 0, -1, -2.3, 7
43) Cc1ccc(NC(=O)Nc2nc(-c3ccc(C)s3)cs2)cc1
    -5, -1, 4, -2, 3, 7, 0, 52*, -3.5, -12
44) Cc1ccsc1C(=O)N1CCN(c2ncc(C(F)(F)F)cc2Cl)CC1
    -1, -2, -1, 6, -1, -2, -1, -10, -1.3, -5
45) CCCn1c(SC(C)C(=O)NC2CCCC2)n[nH]c1=O (stereo unspecified)
    -6, 2, -9, 0, -3, 6, -3, -3, -0.8, -1

Continued:
Each structure is followed by: MBD2 inh, LEDGF integ inh, NR1D1 modulator, ABHD4 inh, PRMT1 FP inh, TCR-CD3 inh, UHRF1 MBD2 ctr, rCAG binder, PG9 Ab binder, HTRA1 inhibitor
46) O=C(Nc1nnc(Cc2ccccc2F)s1)c1ccccc1Cl
    4, 1, 6, 0, 3, -4, -1, -5, -0.6, -5
47) CC(=C/c1ccc(C(C)C)cc1)/C=N/NC(=O)Cn1nc(C)cc1C
    -7, 0, 5, -7, -1, 7, -3, -8, -2.4, -8
48) O=C(CC1C[C@H](C(=O)N2CCOCC2)[C@@]2(CCC3CCCC3)c3[nH]c4ccccc4c3CCN2C1=O)NCCc1ccccn1 (stereo partly specified)
    1, -1, -12, 3, -3, 6, -1, 1, -0.3, 7
49) Cc1cccc2cc(CN(CCCO)C(=O)Nc3cccc(Cl)c3)c(=O)[nH]c12
    -3, 2, -5, -8, 2, -6, -1, 1, -0.4, -25
50) Cc1c(CCO)c(=O)[nH]n1C(=O)c1ccc(F)cc1
    -4, -2, 0, 3, -1, 2, -3, -2, -1.3, 1
51) CC1(C(=O)NS(=O)(=O)c2ccccc2Cl)CCN1C(=O)C1(c2ccc(Cl)cc2)CC1 (stereo unspecified)
    2, 2, 2, 6, -1, -2, 12, 36*, -3.4, ·
52) Cc1ccc(S(=O)(=O)/N=C(/c2ccccc2)N2CCOCC2)cc1
    4, 0, -9, 2, -3, 0, 2, -4, -1.6, -1
53) CC(=O)c1cccc(N(CC(=O)Nc2ccccc2C(=O)N2CCCC2)S(C)(=O)=O)c1
    -1, -3, 2, 7, 1, -4, 1, 3, 0.1, 1
54) CCCCCC(=O)Nc1cccc(C2=NOC3(C2)C[C@@H](C(N)=O)N(C(=O)Cc2ccc([N+](=O)[O-])cc2)C3)c1 (stereo partly specified)
    4, 2, -1, -7, -4, 5, 2, 2, 0.1, -7
